# Ins promoter up: MIN6 insulin promoter up-regulation. 190,000 tested, 0.3% active. AID 1625. MIN6 insulin promoter-GFP reporter, high-content imaging; stronger effect = higher value. z-score at 5 µM;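 active means z-score above 3 at 5 µM with at least 500 cells counted in the well; inconclusive means wells under 500 cells, flagged as cytotoxic or low count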
# PMI inhibitors: MPI enzyme activity inhibition – biochemical, fluorescence intensity, coupled assay, primary screen (AID 1209) | purified PMI enzyme, coupled fluorescence intensity; higher % means a stronger effect | one-dose inhibition, % at 20 µM; IC50 in µM for titrated hits | 190,000 tested, 0.42% active; in the data active means inhibition above about 50%;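 further: plate controls were DMSO vehicle for no effect and wells lacking substrate for full effect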
# Dynein cargo inh: blocks dynein driven cargo transport along microtubules. 3617.4 mouse cells, GR-EGFP nuclear translocation imaging; test concentration mostly 20 µM; stimulated with dexamethasone, 1 µM; stronger effect = lower value. z-score, hits read low. 220,000 tested, 0.47% active;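 active means plate z-score of nuclear minus cytoplasmic receptor signal below a set negative limit, without overly bright fluorescence or cell loss, cut at about -3.5 in these data, passing the limit was not always enough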;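 further: z-score of nuclear minus cytoplasmic ring GR-EGFP intensity difference per well; some compounds called inactive have numbers as strong as hits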
#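 Buffer or medium: tet-free, stripped-serum medium; Also added: dexamethasone, 1.0 µM final; Technique: high-content fluorescence imaging after fixation; Times: 48 h induction, 1 h compound, 30 min dex at 37 °C; Read-out: per-cell GR-EGFP intensity, nucleus versus surrounding cytoplasmic ring, well-averaged.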
# Lipid droplet: modulators of hepatic lipid droplet formation; AML12 mouse hepatocytes, oleate lipid droplets, BODIPY imaging; inhibition, % at 6.5 µM; 240,000 tested, 0.4% active; AID 1656;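 active means lipid droplet intensity inhibited by at least 50%, with more than 500 cells counted; inconclusive means wells with under 300 cells, treated as cytotoxic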
#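 material = mouse AML12 hepatocyte cell line, fixed after treatment | also added = 100 µM oleic acid challenge | doses = compound at 6.5 µM only | schedule = overnight exposure | technique = Image-based BODIPY and DAPI two-channel analysis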
# MT stabilize HCS: microtubule stabilizers in HeLa cells; HeLa tubulin immunostaining HCS, 24 h; share of cells brighter than vehicle mean+2SD; % tubulin-high responders, % at 10 µM; 200,000 tested, 0.83% active; AID 2205;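 active means plate Z-score above 3 for both tubulin-high and condensed-nucleus cell shares, with cell loss under 80%, at 10 µM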;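 further: anti alpha tubulin signal scored within the nucleus-defined area of each cell; some results filed as inactive read as strong as hits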
# T cell modulator: T cell immune modulation candidate. 2C CD8+ T cell-vesicle binding, flow cytometry; stronger effect = lower value. calls only at 7 µM. 330,000 tested, 0.068% active. AID 2052;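 active means response, share of CD8 T cells binding vesicles, and their 90th percentile fluorescence all below set limits, cut at about 80% in these data, passing the limit was not always enough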
#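 material = purified 2C TCR transgenic mouse naive CD8+ T cells | controls = Unloaded micro-vesicles (low), QL9 vesicles with 0.7% DMSO (high) | detection = cytometric PE anti-B7-1 and Alexa647 anti-CD8 signals after 1% paraformaldehyde fixation | incubation = binding step 1.5 h, 37 °C, antibody labelling 20 min, ice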
# Myeloid diff MLP: promotes myeloid progenitor differentiation; ER-HoxA9 myeloid progenitors, lysozyme-GFP differentiation, flow cytometry; calls only at 10 µM; 360,000 tested, 1% active;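 active means normalized GFP-positive differentiation at or above the plate's own cutoff, the solvent-only control mean plus 3 SD; inconclusive means no clear call, values can overlap the other calls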;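 further: cells exposed to compound for four days before flow analysis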
# bCat nuc transl: modulators of beta-catenin nuclear translocation. HeLa beta-catenin nuclear translocation, immunofluorescence imaging. 190,000 tested, 0.3% active. nuclear translocation activity, % at 5 µM;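 active means nuclear translocation activity above 50% at 5 µM, with a well cell count of 50 or more; inconclusive means wells under 50 cells across six images, flagged as toxic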;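 further: per-cell ratio of nuclear to cytoplasmic median beta-catenin stain intensity; plate controls were DMSO negative control for no effect and GSK-3 inhibitor IX positive control for full effect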
#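 assay system = human HeLa cells, endogenous beta-catenin | times = compound treatment 24 h, 37°C, 5% CO2 | detection = Anti-beta-catenin immunofluorescence on PFA-fixed, Triton-permeabilized cells, DAPI nuclei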
# TNAP activators: stimulation of alkaline phosphatase TNAP activity – biochemical, luminescent, no phosphate acceptor, uHTS, primary screen (AID 1001). purified TNAP, luminescent activation assay, no phosphate acceptor; higher activation fold means a stronger effect. activation fold at 20 µM, or EC50 in µM where a hit was titrated. 200,000 tested, 0.03% active; in the data active means activation fold from about 3, or a potency from the dose series; inactive means the rest, 99 in 100 with activation fold below about 1.6; further: many of its hits are not listed in these tables
# Dynein cargo inh cytoplasmic EGFP: recorded beside Dynein cargo inh, whose call it bears; z-score; measured here: cytoplasmic GR-EGFP intensity; stronger effect = higher value
# Dynein cargo inh nuclear GR-EGFP: further read-out of Dynein cargo inh, marked with its call; z-score; measured here: nuclear GR-EGFP intensity;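 lower value marks the stronger effect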
# Dynein cargo inh cell count: further read-out of Dynein cargo inh, marked with its call; z-score; measured here: cell count per field
# Ins promoter up cell count: recorded beside Ins promoter up, whose call it bears; cell count; measured here: cytotoxicity, nuclei count;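 total cells summed across four imaged fields per well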
# Lipid droplet cells 6.5 µM: recorded beside Lipid droplet, whose call it bears; cell count; measured here: cell count, cytotoxicity flag;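 cells counted across two imaged fields per well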
# bCat nuc transl cell count 5 µM: recorded beside bCat nuc transl, whose call it bears; cell count; measured here: cell count, cytotoxicity flag
# T cell modulator vesicle-bound %: further read-out of T cell modulator, marked with its call; double positive events, %; measured here: CD8+ vesicle-bound cell fraction;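 binding gate set so that unloaded-vesicle control wells show 10% double positive cells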
# MT stabilize HCS Hoechst-high %: second read-out of MT stabilize HCS, no call of its own (marks repeat the call); % Hoechst-high responders; measured here: nuclear condensation Hoechst responders;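 share of cells brighter than vehicle mean plus two SD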
# MT stabilize HCS cytotoxicity %: recorded beside MT stabilize HCS, whose call it bears; toxicity, %; measured here: cytotoxicity by cell density;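 0% = mean cell density of plate MIN control wells and 100% = no cells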
# Myeloid diff MLP GFP+ MAC1+ %: also measured in Myeloid diff MLP; calls as there; GFP+ MAC1+ double positive, %; measured here: differentiation confirmed by MAC1 staining
# * hit, by the source's call; i = inactive; ? = inconclusive; . = no result given.
molecule,Ins promoter up,Ins promoter up cell count,PMI inhibitors,Dynein cargo inh,Dynein cargo inh cytoplasmic EGFP,Dynein cargo inh nuclear GR-EGFP,Dynein cargo inh cell count,Lipid droplet,Lipid droplet cells 6.5 µM,MT stabilize HCS,MT stabilize HCS Hoechst-high %,MT stabilize HCS cytotoxicity %,T cell modulator,T cell modulator vesicle-bound %,Myeloid diff MLP,Myeloid diff MLP GFP+ MAC1+ %,bCat nuc transl,bCat nuc transl cell count 5 µM,TNAP activators
O=C(c1cnn2c(C(F)F)cc(-c3ccccc3)nc12)N1CCCCC1c1cccnc1 (stereo not drawn),1.7,921,.,0.17,-0.18,0.62,-0.83,10,673,.,.,.,i,36,i,0.3,0.6,1309,.
c1csc(-c2nnc(N3CCCCCC3)c3ccccc23)c1,-0.31,1379,2%,0.15,-0.15,0.22,-0.012,-21,660,2.9,2.4,4.5,i,58,i,0.1,0.0,1088,1.1
CCCCC(=O)Nc1cccn2ncnc12,0.71,1419,-12%,0.49,0.17,-0.024,0.6,.,.,2.7,2.5,9.7,i,36,.,.,-1.4,1082,1.1
COC(=O)[C@@H]1C[C@@H]2CC[C@@H](O)C[C@@H]2N1Cc1ccc(N2CCN(C)CC2)cc1,0.3,1059,.,-0.27,-0.81,-0.09,0.67,-26,718,.,.,.,i,10,i,1.3,-2.1,1175,.
Cc1ccc(C(=O)OCC(=O)Nc2ccc3c(c2)OCO3)cc1S(=O)(=O)N1CCOCC1,-0.63,1583,9%,-0.35,-0.071,-0.34,0.44,.,.,3.2,2.1,2.6,i,19,i,1.2,-1.5,1323,1.1
COC(=O)c1c(C)[nH]c(O)c1C=Nc1ccc(C(C)C)cc1,.,.,-11%,-0.66,-0.21,-0.72,0.68,.,.,1.4,1.6,7.1,i,24,i,0.4,.,.,1
O=C(NNC1CC(=O)N(c2ccc3c(c2)OCCO3)C1=O)c1ccc(Cl)cc1 (stereo not drawn),.,.,-32%,-0.16,0.27,0.11,0.38,2,748,2.2,1.7,5.7,i,3,i,0.3,2.1,450,1.1
CN(C)S(=O)(=O)c1cccc(NC(=O)COC(=O)c2cccc(S(=O)(=O)N3CCc4ccccc4C3)c2)c1,-0.09,1344,1%,0.89,-0.22,0.14,-0.58,-33,597,5.9,3.9,11,i,32,i,0.7,1.2,1025,1.1
COC(=O)C1=C(C)N(c2ccc(C(=O)OC)cc2)C(=O)C1,1.3,1220,-30%,-0.61,-0.09,-0.44,0.75,-12,693,3.7,1.5,5.2,i,26,i,1.0,.,.,1
CC1(C)CC(=O)N(Cc2ccccc2)C(=O)C1,0.06,1342,-3%,0.9,-0.32,0.55,-0.39,-19,689,3.8,1.5,1.1,i,57,i,0.5,.,.,1
COc1ccc(NC(=O)c2cccnc2SC)cc1S(=O)(=O)N1CCCCC1,1.2,1407,15%,-1.2,-0.26,-0.51,0.58,7,684,2.4,2.1,6.9,i,22,?,.,-1.5,1134,1.1
CN(C)CCOc1cccc(Cl)c1,0,1160,-7%,-0.24,-0.29,-0.32,-0.0054,-2,670,2.4,2.4,10,i,29,i,0.3,-0.5,485,1.1

# Quoted from the listing:
# Value for O=C(NNC1CC(=O)N(c2ccc3c(c2)OCCO3)C1=O)c1ccc(Cl)cc1 (stereo not drawn) in Dynein cargo inh nuclear GR-EGFP: 0.11
# Value for CN(C)S(=O)(=O)c1cccc(NC(=O)COC(=O)c2cccc(S(=O)(=O)N3CCc4ccccc4C3)c2)c1 in PMI inhibitors: 1%

# The listing continues:
molecule,Ins promoter up,Ins promoter up cell count,PMI inhibitors,Dynein cargo inh,Dynein cargo inh cytoplasmic EGFP,Dynein cargo inh nuclear GR-EGFP,Dynein cargo inh cell count,Lipid droplet,Lipid droplet cells 6.5 µM,MT stabilize HCS,MT stabilize HCS Hoechst-high %,MT stabilize HCS cytotoxicity %,T cell modulator,T cell modulator vesicle-bound %,Myeloid diff MLP,Myeloid diff MLP GFP+ MAC1+ %,bCat nuc transl,bCat nuc transl cell count 5 µM,TNAP activators
COc1ccc(-n2c(COc3cccc(C)c3)nnc2SCC(=O)NCc2ccco2)cc1,1.6,1178,3%,-0.38,-0.16,0.095,1.1,-2,796,2.0,2.2,11,i,34,i,0.7,.,.,1
COc1ccc(COC(=O)Nc2cn(C)nc2C(F)(F)F)cc1,-0.16,1597,-2%,-0.9,-0.23,-0.37,0.83,11,670,1.6,1.6,7.3,i,3,i,0.3,0.0,1065,1
CS(=O)(=O)N1CCC(C(=O)N2CCc3ccccc3C2)CC1,0.78,1333,0%,1.2,-0.18,1,-0.12,-8,748,3.2,1.3,2.6,i,13,i,2.5,-0.4,1206,1.1
COC(=O)CC(NS(=O)(=O)c1cccs1)c1cccc2ccccc12 (stereo not drawn),0.16,1945,16%,-0.011,-0.062,-0.52,0.54,3,620,1.3,2.2,9.3,i,21,i,0.6,-1.6,1122,1.1
Cc1ccc(NC(=O)c2sccc2SCc2cccc(C(F)(F)F)c2)cc1,.,.,18%,0.4,-0.2,0.48,-0.34,.,.,2.2,1.4,6.7,i,10,i,1.0,.,.,1.1
CC1CC(=O)c2cnc(NCc3ccco3)nc2C1 (stereo not drawn),0.03,1216,21%,0.16,-0.29,0.12,-0.05,2,766,5.6,3.5,3.8,i,42,i,1.0,-1.1,1154,1.1
COc1cccc(-c2nc3ccccc3s2)c1,-0.76,1049,-2%,0.8,0.51,0.73,0.13,9,775,1.5,1.4,7.2,i,15,i,0.3,1.0,1174,1.1
CCCCOC(=O)c1ccc(NC(=S)N2CCN(c3ncc4c(=O)c(C(=O)O)cn(CC)c4n3)CC2)cc1,.,.,.,1.8,-0.14,0.75,-1.9,3,720,.,.,.,i,45,i,0.7,-0.9,1332,.
COc1ccc(CNC(=O)C2CCCN2S(=O)(=O)c2ccc(S(=O)(=O)N(C)C)cc2)cc1 (stereo not drawn),-1.3,1103,-3%,-0.34,-0.21,0.13,0.72,.,.,1.5,1.9,3.0,i,32,i,0.6,-2.9,1177,1
Nc1n[nH]c2c1C1(CCCCC1)Cc1ccccc1-2,0.3,1174,-13%,1.3,-0.2,0.93,0.42,.,.,2.9,3.7,9.2,i,10,i,1.2,-2.5,945,1
O=C(NCCCl)Nc1cccnc1Cl,0.62,1231,-25%,0.71,-0.25,-0.019,0.36,11,577,2.6,2.6,4.8,i,41,i,0.1,1.3,1059,1.1
COc1ccc(CCN(C)C(=O)C2CCN(Cc3ccccc3)CC2)cc1OC,-0.02,1707,7%,-1.1,-0.22,-0.36,0.91,1,738,1.2,1.1,7.8,i,41,i,0.1,-0.5,945,1.1
CS(=O)(=O)N1CCC(C(=O)Nc2ccc(F)cc2F)CC1,-0.03,1064,-13%,0.41,0.19,0.56,-0.4,-3,723,4.2,2.8,10,i,31,i,0.9,2.3,1078,1.1
O=C(c1cc2ccccc2oc1=O)N1CCOCC1,-0.36,1094,.,-0.71,-0.75,-0.59,0.026,-2,708,.,.,.,i,45,i,0.2,0.0,1288,.
COCC(C)n1c(=O)sc2ccccc2c1=O (stereo not drawn),-0.66,1315,-4%,0.68,-0.23,0.8,-0.98,-1,659,2.3,2.9,9.7,i,52,i,0.8,0.4,1134,1.1
CCN(C(=O)COc1cc(=O)n(CC)c2ccccc12)c1cccc(Cl)c1,0.07,1085,3%,-0.75,-0.26,0.12,0.26,-11,665,3.9,1.7,0.7,i,41,i,2.1,.,.,1
COC(=O)c1cccc(NC(=O)COC(=O)CSc2nc(C)cc(C)n2)c1,-0.22,1277,14%,0.062,-0.21,0.57,0.21,.,.,2.3,1.7,5.6,i,61,i,7.3,-0.2,1370,1.1
CCOC(=O)c1c(Nc2ccccc2)sc(/C=C2\C=Nc3ccccc32)c1O,-0.15,978,2%,0.23,0.34,0.34,-0.8,4,709,2.5,0.8,5.2,i,28,i,0.8,.,.,1.1
Clc1cccc(-c2ccc(C=Nc3ccc(N4CCOCC4)cc3)o2)c1Cl,-0.45,1390,41%,0.44,-0.3,0.33,-0.084,-1,733,1.2,1.2,4.4,.,.,i,1.0,-0.1,1032,0.9
CCOC(=O)CN(C(=O)CSc1nnc(C)n1-c1ccccc1)c1ccccc1,.,.,7%,0.29,-0.37,0.38,-0.041,4,678,1.1,1.3,7.5,i,16,i,7.8,7.5,1206,0.9
O=C(NC(=S)NCCN1CCOCC1)c1ccccc1Cl,0.07,1637,-5%,0.11,-0.16,0.44,1.3,.,.,2.9,1.9,6.6,i,36,i,1.6,1.3,1325,1.1
Cc1cc(C(=O)NCCC(c2ccccc2)c2ccccc2)c(C)o1,-0.26,937,0%,0.35,-0.18,0.62,1.4,-16,788,1.7,0.9,6.2,i,40,i,0.4,-5.3,1117,1.3
CC(=O)NC(Cc1ccccc1)c1ccc2c(c1)OCCCO2 (stereo not drawn),-0.2,1205,-2%,-0.25,-0.33,-0.51,0.5,7,625,4.3,2.3,4.2,i,28,i,0.2,-0.5,991,1
